# Bioassay records deposited in PubChem by several laboratories.
# LEDGF integ inh = blockers of LEDGF/p75-dependent integrase strand transfer – biochemical, TR-FRET, high throughput, primary screen; HIV-1 integrase (with human LEDGF/p75); TR-FRET IN-LEDGF/p75 DNA integration, Eu/Cy5; inhibition, % at 3.7 µM; 0.64% of 370,000 active;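 active = inhibition above the screen-wide mean plus 3 SD, cut at about 13% in these data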;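 also: signal is the Cy5 over europium emission ratio at 671 and 618 nm; 0% = plate median of compound wells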
# mABHD4 FP = ABHD4 inhibitors, primary screen, biochemical, fluorescence polarization, mouse; purified mABHD4, FP-Rh probe fluorescence polarization; inhibition, % at 8.92 µM; 0.54% of 370,000 active; AID 720543, 2013;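 active = inhibition exceeding the mean over every tested compound plus 3 SD, cut at about 30% in these data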;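 also: 0% = plate median of compound wells and 100% = S159A mutant with DMSO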
# Target sequence (Q8VD66 whole entry, looked up): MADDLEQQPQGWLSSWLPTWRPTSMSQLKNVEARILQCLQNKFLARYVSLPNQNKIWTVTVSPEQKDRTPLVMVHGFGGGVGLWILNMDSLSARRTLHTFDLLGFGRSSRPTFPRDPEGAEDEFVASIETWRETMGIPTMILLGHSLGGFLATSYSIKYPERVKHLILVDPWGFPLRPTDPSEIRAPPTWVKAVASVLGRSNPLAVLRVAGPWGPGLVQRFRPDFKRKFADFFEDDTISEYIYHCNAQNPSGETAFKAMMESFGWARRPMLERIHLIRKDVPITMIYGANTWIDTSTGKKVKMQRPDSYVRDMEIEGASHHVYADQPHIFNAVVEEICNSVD
#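 Test system: mABHD4 protein; Read-out basis: % inhibition; Incubation: 45 min + 60 min at 25 °C; Repeats: single replicate; Technique: fluorescence polarization with parallel and perpendicular emission, 525/598 nm; Compound: 8.92 µM, single dose; Benchmarks: full inhibition S159A mutant plus DMSO, zero as sample-well median.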
# PG9 Ab binder = binders of HIV-1 gp120 antibody PG9, primary screen, biochemical, TR-FRET. HIV-1 gp120 / PG9 antibody interaction. TR-FRET gp120-PG9 antibody binding. inhibition, % at 6.7 µM. 0.43% of 360,000 active; in the data active = inhibition above about 8.5%
# TDP2 inh = human TDP2 enzyme inhibitors, primary screen, biochemical, epi absorbance, recombinant enzyme; Tyrosyl-DNA phosphodiesterase 2 (Homo sapiens), O95551; T5PNP hydrolysis, p-nitrophenol absorbance 415 nm; inhibition, % at 12.8 µM; 0.34% of 370,000 active; AID 720702, 2013;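 active = inhibition above the mean of all tested compounds plus 3 SD, set per campaign, cut at about 25% in these data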;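 also: 0% = DMSO with enzyme and 100% = buffer with substrate but no TDP2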
#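 Incubation: 2 h at 37 °C; Test system: recombinant human TDP2; Quantity: enzyme 120 nM; Read-out basis: percent inhibition; Medium: 50 mM Tris-HCl pH 7.5 with Mg2+, KCl, DTT, BSA; Repeats: single replicate; Compound: 12.8 µM single point, 1% DMSO; Signal: epi absorbance; Reagent: 5 mM T5PNP chromogenic substrate; Benchmarks: no-enzyme high, DMSO-plus-enzyme low.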
# NR1D1 modulator = modulators of Rev-erb alpha DNA binding, primary screen, biochemical, FITC-DNA, fluorescence polarization, uHTS; Rev-erbα–FITC-DNA binding, 90 min; Nuclear receptor subfamily 1 group D member 1 (Homo sapiens), P20393; 0.79% of 370,000 active; AID 1259318, 2017; activity, % at 10 µM;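 active = activity above about 14%, limit read from the data; passing the limit was not always enough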;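 also: 0% = DMSO wells with 35 nM protein and 100% = DMSO wells with 750 nM protein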
# rCAG binder = binders of r(CAG) RNA repeats, primary screen, biochemical, fluorescence; r(CAG) RNA repeat, TO-PRO-1 dye displacement fluorescence; 1.3% of 370,000 active; inhibition, % at 3 µM; AID 651821, 2012;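 active = inhibition above the plate cutoff, the mean of all test compounds on that plate plus 3 SD, cut at about 35% in these data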;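 also: 0% = DMSO alone and 100% = 100 µM mitoxantrone as full dye displacement; higher means more dye released from RNA so lower well fluorescence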
# SIAE inh = human SIAE inhibitors, primary screen, biochemical, fluorescence polarization, FP-Rh probe, 1536-well HTS | Sialate O-acetylesterase (Homo sapiens), Q9HAT2 | SIAE FP-Rh probe binding | inhibition, % at 9.66 µM | 0.69% of 370,000 active | AID 1053197, 2014;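 active = inhibition above a cutoff: mean of compounds within the control limits plus 3 SD of those, cut at about 17% in these data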;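 also: 0% = plate median of compound wells and 100% = probe without SIAE protein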
# Target sequence (Q9HAT2 whole entry, looked up): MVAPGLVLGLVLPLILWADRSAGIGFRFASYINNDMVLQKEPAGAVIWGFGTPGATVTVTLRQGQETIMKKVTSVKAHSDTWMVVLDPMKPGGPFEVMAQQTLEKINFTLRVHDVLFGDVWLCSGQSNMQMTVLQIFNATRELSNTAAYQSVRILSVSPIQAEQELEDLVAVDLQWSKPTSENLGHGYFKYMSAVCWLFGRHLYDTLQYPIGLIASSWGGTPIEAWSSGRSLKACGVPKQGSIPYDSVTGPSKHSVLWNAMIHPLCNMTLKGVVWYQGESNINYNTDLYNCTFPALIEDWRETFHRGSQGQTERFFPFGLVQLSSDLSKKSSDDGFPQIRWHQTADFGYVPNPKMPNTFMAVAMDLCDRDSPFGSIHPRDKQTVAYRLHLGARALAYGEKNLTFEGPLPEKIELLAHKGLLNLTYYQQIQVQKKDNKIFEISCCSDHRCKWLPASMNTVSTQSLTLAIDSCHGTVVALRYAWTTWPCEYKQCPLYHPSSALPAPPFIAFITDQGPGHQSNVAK
# PRMT1 inh = PRMT1 methyltransferase inhibitors, primary screen, biochemical, fluorescence polarization; inhibition, % at 2.79 µM; 1.3% of 370,000 active; recombinant PRMT1, activity-based probe fluorescence polarization; Protein arginine N-methyltransferase 1 (Homo sapiens), Q99873;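 active = inhibition above about 21% made by adding two undisclosed values, limit read from the data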
# TCR-CD3 inh = inhibitors of human TCR-CD3 interaction, primary screen, biochemical, fluorescence, TAMRA-labeled TCR probe; T-cell receptor (TCR); inhibition, % at 9.4 µM; 0.37% of 360,000 active; in the data active = inhibition above about 19%;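 also: recombinant mutant TCR 2C K166C tagged with TAMRA read by polarization; 0% = receptor in buffer alone and 100% = receptor with positive control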
# HTRA1 inh = HTRA1 serine protease inhibitors, primary screen, biochemical, fluorescence polarization, HTS; 0.5% of 340,000 active; AID 504803, 2011; Q92743; recombinant HTRA1, FP-rhodamine activity-based probe; inhibition, % at 5.96 µM; in the data active = inhibition above about 36%;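 also: 0% = enzyme with DMSO and 100% = wells lacking enzyme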
# Starred values were filed as active, the others as inactive; . = no result given.
SMILES,LEDGF integ inh,mABHD4 FP,PG9 Ab binder,TDP2 inh,NR1D1 modulator,rCAG binder,SIAE inh,PRMT1 inh,TCR-CD3 inh,HTRA1 inh
CC1(C)CC2(CCO1)CNC(=O)O2 (configuration not stated),0,-4,-1.5,-3,-2,1,-1,2,-2,12
C/C(=N\NC(=O)c1cccc([N+](=O)[O-])c1)c1cccnc1,2,1,-4.0,-1,6,0,6,-2,7,-1
Cn1cnnc1SCC(=O)Nc1ccccc1Sc1ccccc1,0,2,-1.1,-4,0,-1,6,-4,3,3
O=C(COc1cc(F)ccc1[N+](=O)[O-])Nc1cccc(Br)c1,2,0,-2.7,-4,-1,4,-4,-1,7,-1
COC(=O)C[C@@H]1C=C[C@@H](NS(=O)(=O)c2ccccc2OC)[C@@H](CO)O1,-1,4,2.6,-2,3,2,9,0,0,.
CC(=O)c1ccc(OCc2ccc(C(=O)c3ccccc3)cc2)cc1,2,4,-3.2,7,5,-1,-5,1,6,-27
CCOC(=O)C1=C(CC)Nc2ccccc2N=C1NC(=O)c1oc2ccccc2c1C,3,-8,-0.6,7,2,3,-16,3,3,-38
CN(Cc1ccccc1)C(=O)c1ncn2c1C(=O)N(C)CC2,-1,-1,-0.3,4,-4,3,-5,-3,4,2
COC(=O)[C@]12CCCCC=C1N(Cc1ccccc1)C(=O)[C@H](CC(=O)N1CCSCC1)C2,-4,4,2.8,-2,6,0,-3,1,-7,.
CCCCc1c(O)nc(SCC(=O)NCCc2ccc(OC)c(OC)c2)[nH]c1=O,1,-1,0.1,6,1,3,-4,0,-3,-1
Cc1cc(=O)n2nc(N3CCC(C(=O)NCc4ccccc4Cl)CC3)sc2n1,-3,2,-1.2,-7,-2,0,4,2,0,0
CC1CCN(S(=O)(=O)c2cccc(-c3cn4cc(Cl)ccc4n3)c2)CC1,-1,-1,0.3,-3,5,4,1,2,10,-21
COc1ccc(C(=O)N(C)CCCC2CCCC2)cc1OC1CCN(C(C)C)CC1,-4,1,-0.6,-2,2,-12,1,-3,6,4
O=C(Nc1cccc(S(=O)(=O)N2CCCCC2)c1)c1ccc2c(c1)OCO2,3,-10,-1.8,-10,1,6,3,2,-8,-30
CC(CN1CCOCC1)OC(=O)COc1ccc(F)cc1 (configuration not stated),2,-13,-2.4,-8,2,1,-4,2,-1,0
CCc1ccc(NC(=O)CNS(=O)(=O)c2c(C)noc2C)cc1,-5,-2,-3.8,-4,1,-3,5,2,-4,1
Cc1cccc(CCNC(=O)Cc2ccc(NC3=NC4CS(=O)(=O)CC4S3)cc2)c1 (configuration not stated),1,-4,-0.6,-2,1,3,6,-7,4,-3
O=C(OCC#CCSc1nnc(-c2cccc3ccccc23)o1)c1ccc(OC(F)F)cc1,1,-22,.,-1,0,.,1,5,.,.
CCCCN(CC)CCCNC(=O)C1c2ccccc2C(=O)N(C)C1c1cn(C)c2ccccc12 (configuration not stated),-4,-3,1.3,3,2,-8,-9,0,-5,0
CCN(CC)C(c1ccc(F)cc1)c1nnnn1C1CCCCC1 (configuration not stated),3,-13,2.5,2,1,-4,7,3,-9,-3

# Part of the list above, with each value named.
> COC(=O)[C@]12CCCCC=C1N(Cc1ccccc1)C(=O)[C@H](CC(=O)N1CCSCC1)C2
- LEDGF integ inh = -4
- mABHD4 FP = 4
- PG9 Ab binder = 2.8
- TDP2 inh = -2
- NR1D1 modulator = 6
- rCAG binder = 0
- SIAE inh = -3
- PRMT1 inh = 1
- TCR-CD3 inh = -7
- HTRA1 inh = .

> CCCCc1c(O)nc(SCC(=O)NCCc2ccc(OC)c(OC)c2)[nH]c1=O
- LEDGF integ inh = 1
- mABHD4 FP = -1
- PG9 Ab binder = 0.1
- TDP2 inh = 6
- NR1D1 modulator = 1
- rCAG binder = 3
- SIAE inh = -4
- PRMT1 inh = 0
- TCR-CD3 inh = -3
- HTRA1 inh = -1

# Other results follow:
SMILES,LEDGF integ inh,mABHD4 FP,PG9 Ab binder,TDP2 inh,NR1D1 modulator,rCAG binder,SIAE inh,PRMT1 inh,TCR-CD3 inh,HTRA1 inh
CC1CCN(c2ccc3nnc(CCC(=O)NCCCOC(C)C)n3n2)CC1,4,-3,-2.1,3,0,-12,-2,0,6,6
N#CCCN(C(=O)COC(=O)c1cc(=O)c2ccccc2o1)c1ccccc1,-1,5,0.2,10,1,0,5,-2,2,3
O=C(Nc1ncn[nH]1)c1ccc(Cl)c(S(=O)(=O)N2CCCCCC2)c1,-3,-1,0.7,1,1,4,1,-2,11,-12
CCc1noc(C)c1C(=O)Nc1ccc(S(=O)(=O)N2CCCCC2)cc1,1,4,-0.7,2,8,-1,1,1,0,-5
O=C(N/N=C/c1cccc(Oc2ccccc2)c1)c1cccc(O)c1,-3,-27,-1.2,4,1,4,-33,0,0,-30
COC(=O)[C@H]1C[C@@]2(N3CCCC3)c3ccccc3N[C@H]2N1S(C)(=O)=O,-4,3,.,7,-7,5,5,1,.,.
CN(Cc1ccco1)C(=O)CC[C@H]1O[C@@H](n2ccc(=O)[nH]c2=O)[C@H](O)[C@@H]1O,4,4,-0.8,1,-2,3,2,0,4,.
Cc1c(C(=O)N2CCN(C(=O)c3ccccc3)CC2)oc2ccc(F)cc12,5,-4,-1.4,4,-2,6,-4,-3,5,1
CC1CCCN(CCOCCOc2ccccc2-c2ccccc2)C1 (configuration not stated),-2,19,-1.7,0,-1,-8,-7,-3,4,5
Cc1nc2ccccc2n1C1CCN(CC(=O)Nc2ccccc2Br)CC1,3,4,0.6,13,0,-4,8,0,9,-4
CN1CCN(c2nc(-c3ccccc3)nc3c2oc2ccccc23)CC1,-1,-1,-1.7,-8,-6,1,-8,0,2,-30
CC(C)c1ccc(/C=C2\SC(=O)N(CC(=O)NC3C=CS(=O)(=O)C3)C2=O)cc1 (configuration not stated),1,-12,-1.0,-1,-4,5,-5,5,2,-16
CC(=O)c1cc(-c2ccc(Cl)c(Cl)c2)c(=O)n2c1CCC2,0,5,.,0,-1,4,3,3,.,.
COc1ccc(/C=C/C(=O)Nc2ccccc2C(F)(F)F)cc1,-3,7,0.5,-15,-3,-8,-1,-2,2,0
S=C(Nc1cccc(Cl)c1Cl)NC1CCN(Cc2ccccc2)CC1,-3,11,-0.4,-7,-7,-5,1,3,10,-4
COc1ccc(C/C(O)=C(\C#N)c2nc3ccccc3[nH]2)cc1OC,3,2,0.9,7,-5,1,-2,2,4,0
O=C(c1ccco1)N1CCN(C(=O)c2sccc2-c2ccccc2)CC1,0,-1,1.0,9,5,0,5,-2,1,-3
COc1cccc(CNC(=O)c2ccc(C)c(S(=O)(=O)N3CCOCC3)c2)c1,-1,0,-0.7,-6,5,-3,0,2,2,3
O=S(=O)(c1ccc(Cl)cc1)N1CCC(O)(c2cccnc2)CC1,3,-7,1.4,0,-7,-4,-2,-8,-1,1
COc1ccc(C(=O)OCC(=O)N2CCOCC2)cc1S(=O)(=O)N1CCOCC1,-4,3,-0.5,-5,-6,4,-3,1,-2,1
COc1ccc(N2CCN(c3ccc(Cl)nn3)CC2)cc1,-1,-1,0.5,5,-1,-4,12,-2,0,-2
O=C(CCn1nnc2ccccc21)N1CCN(c2ccc(F)cc2)CC1,-2,7,.,5,1,0,3,-3,.,.
Nc1cc(=O)[nH]c(SCc2nnc(-c3ccccc3)o2)n1,2,5,-0.1,0,-9,4,-3,10,1,4
CCC(=O)NC1=C(Cl)C(=O)C(NC(=O)CC)=C(Cl)C1=O,10,34*,-0.9,8,5,0,7,90*,-3,7
COc1ccc(C(=O)OCC(=O)c2cc(OC)ccc2OC)c(OC)c1,3,-3,2.7,-11,1,-3,1,1,-7,-20
O=C(Nc1cccnc1)c1ccc(S(=O)(=O)N2CCCCCC2)cc1,-3,5,0.3,2,-6,4,-5,1,-2,0
Cc1c(NS(=O)(=O)c2ccc(Cl)c(C(=O)OC(C)C(=O)N3CCOCC3)c2)c(=O)n(-c2ccccc2)n1C (configuration not stated),-2,-2,-1.6,11,8,4,-5,0,-3,0
Cc1nc(Cc2nnc(SC(C)C(=O)N3c4ccccc4NC(=O)C3(C)C)o2)cs1 (configuration not stated),3,0,-1.5,-18,0,-1,9,-4,-4,0
CCOCc1cc(C2NC(=O)NC(C)=C2C(=O)OCC)ccc1OC (configuration not stated),-3,-17,3.0,-15,-5,-2,2,1,2,-1
CC(=O)Nc1ccc(NC(=O)C2CCCCC2C(=O)O)cc1 (configuration not stated),-2,-3,-1.1,-1,-2,0,6,-3,1,4
CCOc1ccc(CCNC(=O)COC(=O)COc2ccc(Cl)cc2)cc1OCC,-2,5,1.6,-4,-2,-6,-3,4,-2,0
Cc1ccc(C)c(S(=O)(=O)NC(CCC(N)=O)C(=O)O)c1 (configuration not stated),-4,-6,1.1,-13,5,1,-5,1,-3,7
O=C1NC(SCCCF)=N/C1=C/c1ccc(-n2cncn2)cc1,2,7,-3.4,-6,-4,4,-6,8,7,0
Cc1nc(/C=[N+](\[O-])C(C)(C)/C=N/O)n(O)c1C,0,0,-2.5,1,1,-4,3,2,4,3
CCOc1ccc(CN2CCCC(N3CCN(c4ccc(OC)cc4)CC3)C2)cc1 (configuration not stated),2,1,-0.6,-6,-6,-1,5,-1,2,-4
N/C(=N\c1nc2c(c(=O)[nH]1)CCC2)Nc1ccccc1,-1,4,0.0,3,4,2,-3,2,-9,4
CC(NC(=O)COC(=O)CCc1ccc(S(=O)(=O)N2CCOCC2)cc1)C1CC2CCC1C2 (configuration not stated),1,6,-1.1,-4,0,-1,0,-1,-1,-2
COC(=O)c1[nH]c2cc(OC)c(OC)cc2c1NC(=O)c1cccc(OC)c1,2,5,-2.6,-3,0,6,3,-2,0,10
CC(C)(C)c1ccc(C(=O)NCCC(=O)NCc2cccs2)cc1,3,-9,2.2,-10,1,-2,3,-2,-1,-1
COc1ccc(OC(C)C(=O)N2CC(C)OC(C)C2)cc1 (configuration not stated),3,-9,1.1,-1,7,-1,1,-1,6,-2
Cc1nc(SCc2nc3ccccc3[nH]2)c2oc3cc([N+](=O)[O-])ccc3c2n1,-2,10,-0.2,4,-2,4,10,-1,2,7
Cc1ccc(CNC(=O)CSCc2ccccc2F)cc1,2,-8,0.6,-22,0,-2,-2,-1,5,0
O=C(Oc1ccc(-c2nnco2)cc1)c1ccco1,-1,-2,-0.1,-6,4,1,5,-2,-2,2

# Only part of the results is shown; the hit share may differ from the screen's.
